From PubChem
N370S GC: inhibitors or activators of N370S glucocerebrosidase for Gaucher disease; N370S GC spleen homogenate, 4MU-glucoside fluorescence; Potency, µM (series often up to 59.4 µM), for the others: at the highest dose activity change, negative = inhibition, usual class: inhibitors; 0.092% of 330,000 active; AID 2101;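 further: 0% = full enzyme activity and -100% = no enzyme basal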
TDP1 cell CPT: growth inhibition of DT40 Tdp1-/-;hTDP1 cells with camptothecin (screen for TDP1 inhibitors); 12% of 420,000 active; AID 686979; Potency, µM (doses to about 46.2 µM), without a hit: at the highest dose activity change, negative = growth inhibition, usual class: inhibitors; chicken DT40 Tdp1-/-;hTDP1 cells + 20 nM CPT, ATP luminescence, 48 h; further: nearly all actives have a fitted effect of over 55% in size
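Chicken DT40 Tdp1-/- cells complemented with human TDP1, 400 cells/well, exposed to compounds plus 20 nM camptothecin for at least 48 h at 37 C; viability read as ATP content by CellTiter-Glo luminescence.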
FEN1 inhibitor: blocks human flap endonuclease 1; P39748; Potency, µM (top dose mostly 114 µM), inactives show at the top dose activity change, negative = inhibition, most hits filed as inhibitors; AID 588795; 0.35% of 390,000 active; Recombinant FEN1 flap cleavage, fluorescence, 15 min; further: nearly all actives have a fitted effect of over 65% in size
Target sequence (P39748 whole entry, looked up): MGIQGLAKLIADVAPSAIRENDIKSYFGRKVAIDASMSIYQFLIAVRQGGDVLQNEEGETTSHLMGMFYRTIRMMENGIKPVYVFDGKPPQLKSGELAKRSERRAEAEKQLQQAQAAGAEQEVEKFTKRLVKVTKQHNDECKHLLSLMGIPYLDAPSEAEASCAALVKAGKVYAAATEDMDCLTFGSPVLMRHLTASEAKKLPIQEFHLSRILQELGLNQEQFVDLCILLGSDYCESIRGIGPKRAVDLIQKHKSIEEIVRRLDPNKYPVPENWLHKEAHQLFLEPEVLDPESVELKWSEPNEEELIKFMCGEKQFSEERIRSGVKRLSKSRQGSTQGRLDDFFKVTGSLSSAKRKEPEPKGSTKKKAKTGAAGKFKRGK
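Recombinant FEN1 (10 nM) was preincubated with pin-transferred compounds for 15 min at room temperature, then flap DNA substrate (50 nM final) was added. Plates were read at 0 and 15 min, and normalized concentration–response data were fitted to a four-parameter Hill equation.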
The depositor's hits bear a star; & = joins results of further samples. The call rests on the fitted dose curve; in most records, active means well fitted curve in the direction sought with a large enough effect; inconclusive means small, poorly fitted or top-dose-only effect, or another doubt; inactive means no such curve, though single readings can be large; an effect the other way counts as inactive or inconclusive. Unless noted, on the % scale 0 is the no-effect control and ±100 the full control effect; potency means the concentration at half of the fitted maximal effect. This is a subset; the hit share may differ from the screen's.

How did CC(C)(C)c1ccc(OCC(=O)NNC(=O)CCc2ccccc2)cc1 do in these assays?
N370S GC: -22%; TDP1 cell CPT: 1%; FEN1 inhibitor: 0%

What do the screens show for `CCOc1ccc(CNS(=O)(=O)c2cccs2)cc1OCC`?
N370S GC: -21%; TDP1 cell CPT: -5%; FEN1 inhibitor: -6%

What do the screens show for `Cn1c(=O)c(-c2ccccc2)nc2cncnc21`?
N370S GC: 2%; TDP1 cell CPT: 15%

Results for COc1ccccc1NC(=O)CSCC(N)=O ?
N370S GC: 1%; TDP1 cell CPT: -10%; FEN1 inhibitor: -13%

What do the screens show for `COc1ccc(C=O)cc1Oc1nc(Cl)ncc1F`?
N370S GC: -17%; TDP1 cell CPT: inconclusive; FEN1 inhibitor: 10%

What do the screens show for `COc1ccc(NC(=O)c2c(NC(=O)CCC(=O)O)sc(-c3ccccc3)c2C)cc1`?
N370S GC: 3%; TDP1 cell CPT: -26%; FEN1 inhibitor: 4%

How did O=S(=O)(NCc1ccco1)c1cccc(S(=O)(=O)N2CCCCC2)c1 do in these assays?
N370S GC: -7%; TDP1 cell CPT: -20%; FEN1 inhibitor: -13%

Results for O=C(COC(=O)/C=C/c1ccc2c(c1)OCO2)NC1CCS(=O)(=O)C1 (stereo not drawn) ?
N370S GC: 17%; TDP1 cell CPT: 7%; FEN1 inhibitor: -12%

What do the screens show for `C1CNCCN1`?
N370S GC: -19%; TDP1 cell CPT: 14%&-16%

How did Cc1cccc(NCc2nc(-c3ccccc3)no2)c1 do in these assays?
N370S GC: -2%; TDP1 cell CPT: inconclusive; FEN1 inhibitor: 0%

Results for CCOC(=O)C1=C(C)NC(=O)NC1C1CC=CCC1 (stereo not drawn) ?
N370S GC: 2%; TDP1 cell CPT: -5%; FEN1 inhibitor: 3%

Results for CC(=O)N(c1ccc2ccccc2c1)C1SC(=O)N(c2cccc(C)c2)C1=O (stereo not drawn) ?
TDP1 cell CPT: 4%; FEN1 inhibitor: 7%

Results for CC(CCc1ccccc1)NCc1ccc(Cl)cc1Cl (stereo not drawn) ?
N370S GC: -22%; TDP1 cell CPT: inconclusive; FEN1 inhibitor: -2%

How did CN(CC(=O)Nc1ccccc1Br)CC(=O)NC(c1ccccc1)c1ccccc1 do in these assays?
N370S GC: -4%; TDP1 cell CPT: inconclusive; FEN1 inhibitor: -15%

How did Cc1ccc(CSc2nnc(-n3c(=O)c(C#N)cc4c(=O)n5cc(C)ccc5nc43)s2)cc1 do in these assays?
TDP1 cell CPT: 9%; FEN1 inhibitor: -12%

What do the screens show for `CCOC(=O)N1CCN(C(=O)CCCCCn2c(=S)[nH]c3cc4c(cc3c2=O)OCO4)CC1`?
N370S GC: 10%; TDP1 cell CPT: inconclusive; FEN1 inhibitor: 5%

Results for O=C(COC(=O)c1ccccc1C(=O)c1ccc(Cl)cc1)NCC1CCCO1 (stereo not drawn) ?
N370S GC: -4%; TDP1 cell CPT: 3%; FEN1 inhibitor: 2%

Results for COc1cc(N=CC2=C(O)c3ccccc3C2=O)cc(OC)c1 ?
N370S GC: 4%; TDP1 cell CPT: -7%; FEN1 inhibitor: 3%

What do the screens show for `CCOc1cccc(-c2c(C(=O)N/N=C/c3ccsc3)nnn2-c2nonc2N)c1`?
N370S GC: -4%; TDP1 cell CPT: -10%; FEN1 inhibitor: -24%

What do the screens show for `Cc1cccc(-c2nc(C#N)c(NCc3ccco3)o2)c1`?
N370S GC: inconclusive; TDP1 cell CPT: 2%; FEN1 inhibitor: 14%

What do the screens show for `CC(OC(=O)c1ccc([N+](=O)[O-])o1)C(=O)Nc1nc(-c2ccc(F)c(F)c2)cs1` (stereo not drawn)?
N370S GC: 8%; TDP1 cell CPT: 21µM*; FEN1 inhibitor: inconclusive

How did COc1ccc(Cl)cc1NC(=O)CN(C)C(=O)Cn1[nH]c(=O)c2ccccc2c1=O do in these assays?
TDP1 cell CPT: 6%; FEN1 inhibitor: -10%

What do the screens show for `CCCCNS(=O)(=O)c1ccc(S(=O)(=O)N2CCC3(CC2)OCCO3)cc1`?
N370S GC: 9%; TDP1 cell CPT: -27%; FEN1 inhibitor: 4%

Results for Fc1cccc(CCN2C(=S)NC[C@@H]2Cc2ccccc2)c1 ?
N370S GC: 8%; TDP1 cell CPT: 21µM*; FEN1 inhibitor: 2%

How did Cn1cccc1Cc1nnc(SCC(=O)Nc2ccc(Cl)cc2)n1-c1ccc(F)cc1 do in these assays?
N370S GC: -5%; TDP1 cell CPT: inconclusive; FEN1 inhibitor: -21%

Results for COc1ccccc1N1CCN(C(=O)c2ccccc2SCC(=O)N2CCCC2)CC1 ?
N370S GC: -5%; TDP1 cell CPT: 0%; FEN1 inhibitor: 2%

How did O=C(CN1CCc2ccccc2C1)Nc1cc(S(=O)(=O)N2CCOCC2)ccc1N1CCCC1 do in these assays?
N370S GC: -12%; TDP1 cell CPT: 15µM*; FEN1 inhibitor: -13%

What do the screens show for `Cc1ccc(OCC(=O)NCc2ccco2)c([N+](=O)[O-])n1`?
N370S GC: -6%; TDP1 cell CPT: 2%; FEN1 inhibitor: 5%

Results for CCOc1cc(C2C(C(=O)OC)=C(C)NC3=C2C(=O)c2ccccc23)cc(Br)c1OCC (stereo not drawn) ?
TDP1 cell CPT: inconclusive; FEN1 inhibitor: 2%

What do the screens show for `Cc1onc(-c2ccccc2)c1C(=O)OCc1nnc(-c2ccc([N+](=O)[O-])cc2)o1`?
TDP1 cell CPT: inconclusive; FEN1 inhibitor: -4%

How did S=C(Nc1ccccc1)Nc1ccc2ccccc2c1 do in these assays?
TDP1 cell CPT: inconclusive; FEN1 inhibitor: 7%

Results for CCC(C(=O)O/N=C(\N)c1ccccc1)c1ccccc1 (stereo not drawn) ?
N370S GC: 3%; TDP1 cell CPT: -15%; FEN1 inhibitor: -18%

Results for CCC1CCC(N2CCN(c3cccc(OC)c3)CC2)CC1 (stereo not drawn) ?
N370S GC: -9%; TDP1 cell CPT: 8%; FEN1 inhibitor: -10%

What do the screens show for `CCCn1c(SCC(=O)c2cc(C)ccc2C)n[nH]c1=O`?
N370S GC: 10%; TDP1 cell CPT: -17%; FEN1 inhibitor: 2%

How did COc1ccc(OC)c(-c2csc(N(CC3CCCO3)C(=O)C3CCCCC3)n2)c1 (stereo not drawn) do in these assays?
N370S GC: 19%; TDP1 cell CPT: 21µM*; FEN1 inhibitor: inconclusive

How did N#Cc1cccc(NC(=O)CC2CCCC2)c1 do in these assays?
N370S GC: -27%; TDP1 cell CPT: 10%; FEN1 inhibitor: 10%

What do the screens show for `O=C(Nc1ccccc1C(=O)O)c1ccccc1`?
N370S GC: -2%; TDP1 cell CPT: -22%; FEN1 inhibitor: 7%

How did O=C(NC1CCN(C(=O)Nc2cccc(Cl)c2)CC1)c1ccccc1 do in these assays?
N370S GC: 2%; TDP1 cell CPT: -20%; FEN1 inhibitor: 14%

How did Cn1c(=O)c2c(SCc3cccnc3)nc(C3CC3)nc2n(C)c1=O do in these assays?
N370S GC: 4%; TDP1 cell CPT: -21%; FEN1 inhibitor: -31%

Results for CCOC(=O)c1ccc(N2C(=O)c3n[nH]c(C)c3C2c2ccc(O)cc2)cc1 (stereo not drawn) ?
N370S GC: -3%; TDP1 cell CPT: -20%; FEN1 inhibitor: 13%

How did CCCOc1ccc(N2CC(C(=O)Nc3ccc(N4CCOCC4)cc3)CC2=O)cc1 (stereo not drawn) do in these assays?
N370S GC: -9%; TDP1 cell CPT: -22%; FEN1 inhibitor: 19%

What do the screens show for `Cc1cccc(C(=O)N/N=C/c2ccc3c(c2)OCO3)n1`?
N370S GC: 4%; TDP1 cell CPT: -2%; FEN1 inhibitor: -3%

What do the screens show for `O=C(c1cccs1)N1CCN(c2ncc(C(F)(F)F)cc2Cl)CC1`?
N370S GC: 6%; TDP1 cell CPT: inconclusive; FEN1 inhibitor: -8%

Results for Cc1cc(C(=O)Nc2c(F)c(F)c(F)c(F)c2F)n(-c2ccccc2)n1 ?
N370S GC: -19%; TDP1 cell CPT: inconclusive; FEN1 inhibitor: 6%

What do the screens show for `COc1ccc(-c2nc3sc(CCNC(=O)C(=O)Nc4ccc(C)cc4C)c(C)n3n2)cc1`?
TDP1 cell CPT: -10%; FEN1 inhibitor: -4%

What do the screens show for `CCCCc1nc(C(N)=O)c2[nH]c(=O)n(-c3ccccc3F)c2n1`?
N370S GC: inconclusive; TDP1 cell CPT: 14%; FEN1 inhibitor: 25%

What do the screens show for `Cc1ccccc1CSCC(Nc1ccc(C(=O)O)cc1[N+](=O)[O-])C(=O)O` (stereo not drawn)?
N370S GC: -2%; TDP1 cell CPT: -18%; FEN1 inhibitor: 2%

What do the screens show for `Cc1ccc(O)c(CNc2cccc(C)n2)c1`?
N370S GC: -7%; TDP1 cell CPT: 6%; FEN1 inhibitor: -2%

13 neighbouring entries already listed, for reference:
How did CC(C)(C)c1ccc(OCC(=O)NNC(=O)CCc2ccccc2)cc1 do in these assays?
N370S GC: -22%; TDP1 cell CPT: 1%; FEN1 inhibitor: 0%

What do the screens show for `CCOc1ccc(CNS(=O)(=O)c2cccs2)cc1OCC`?
N370S GC: -21%; TDP1 cell CPT: -5%; FEN1 inhibitor: -6%

What do the screens show for `Cn1c(=O)c(-c2ccccc2)nc2cncnc21`?
N370S GC: 2%; TDP1 cell CPT: 15%

Results for COc1ccccc1NC(=O)CSCC(N)=O ?
N370S GC: 1%; TDP1 cell CPT: -10%; FEN1 inhibitor: -13%

What do the screens show for `COc1ccc(C=O)cc1Oc1nc(Cl)ncc1F`?
N370S GC: -17%; TDP1 cell CPT: inconclusive; FEN1 inhibitor: 10%

What do the screens show for `COc1ccc(NC(=O)c2c(NC(=O)CCC(=O)O)sc(-c3ccccc3)c2C)cc1`?
N370S GC: 3%; TDP1 cell CPT: -26%; FEN1 inhibitor: 4%

How did O=S(=O)(NCc1ccco1)c1cccc(S(=O)(=O)N2CCCCC2)c1 do in these assays?
N370S GC: -7%; TDP1 cell CPT: -20%; FEN1 inhibitor: -13%

Results for O=C(COC(=O)/C=C/c1ccc2c(c1)OCO2)NC1CCS(=O)(=O)C1 (stereo not drawn) ?
N370S GC: 17%; TDP1 cell CPT: 7%; FEN1 inhibitor: -12%

What do the screens show for `C1CNCCN1`?
N370S GC: -19%; TDP1 cell CPT: 14%&-16%

How did Cc1cccc(NCc2nc(-c3ccccc3)no2)c1 do in these assays?
N370S GC: -2%; TDP1 cell CPT: inconclusive; FEN1 inhibitor: 0%

Results for CCOC(=O)C1=C(C)NC(=O)NC1C1CC=CCC1 (stereo not drawn) ?
N370S GC: 2%; TDP1 cell CPT: -5%; FEN1 inhibitor: 3%

Results for CC(=O)N(c1ccc2ccccc2c1)C1SC(=O)N(c2cccc(C)c2)C1=O (stereo not drawn) ?
TDP1 cell CPT: 4%; FEN1 inhibitor: 7%

Results for CC(CCc1ccccc1)NCc1ccc(Cl)cc1Cl (stereo not drawn) ?
N370S GC: -22%; TDP1 cell CPT: inconclusive; FEN1 inhibitor: -2%

Further results follow:
Results for CCc1cc2c(NCC3CCCO3)nc(C)nc2s1 (stereo not drawn) ?
N370S GC: 4%; TDP1 cell CPT: 13µM*; FEN1 inhibitor: 9%

What do the screens show for `CCn1c2ccccc2c2cc(NC(=O)CSc3nnc(-c4cccc(C)c4)o3)ccc21`?
N370S GC: 0%; TDP1 cell CPT: inconclusive; FEN1 inhibitor: -9%

How did O=C(CN1CCCCCC1)N/N=C/c1cccc(Cl)c1Cl do in these assays?
N370S GC: 0%; TDP1 cell CPT: -2%; FEN1 inhibitor: -14%

What do the screens show for `CCOc1ccccc1C(=O)N[C@H](C(=O)Nc1ccc(OC)c(S(=O)(=O)N2CCOCC2)c1)C(C)C`?
N370S GC: 1%; TDP1 cell CPT: inconclusive; FEN1 inhibitor: -4%

Results for CCN(CC)C(=O)C1CCCN(Cc2ccc(OC)c(C)c2)C1 (stereo not drawn) ?
N370S GC: 1%; TDP1 cell CPT: -23%; FEN1 inhibitor: -5%

What do the screens show for `O=C1COc2ccc(-c3cc(-c4ccc(F)cc4)c4c(n3)-c3cc(Cl)ccc3OC4)cc2N1`?
TDP1 cell CPT: inconclusive; FEN1 inhibitor: 17%

How did CCC1CCCCN1CCCNC(=O)C1CCC(=O)N1Cc1ccc(C)cc1 (stereo not drawn) do in these assays?
N370S GC: 2%; TDP1 cell CPT: -9%; FEN1 inhibitor: -1%

Results for CC(OC(=O)/C=C/c1cccs1)C(=O)Nc1ccc(C(N)=O)cc1 (stereo not drawn) ?
TDP1 cell CPT: inconclusive; FEN1 inhibitor: -2%

Results for CCCCS(=O)CC(COCc1ccccc1)OC(=O)CSc1nc(C)cc(C)n1 (stereo not drawn) ?
N370S GC: 19%; TDP1 cell CPT: -11%; FEN1 inhibitor: -3%
